High-throughput results (PubChem)
STK33 kinase inh – inhibitors of purified STK33 kinase, primary screen, biochemical, ADP-Glo luminescence, homogeneous, cell-free; inhibition, % at 10 µM; AID 2661, 2010; Serine/threonine-protein kinase 33 (Homo sapiens), Q9BYT3; MBP phosphorylation; actives 0.073% (n = 320,000);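 active means inhibition at or above 25%, using the most active replicate where run in duplicate; inactive means inhibition below 25%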
Target sequence (Q9BYT3 whole entry, looked up): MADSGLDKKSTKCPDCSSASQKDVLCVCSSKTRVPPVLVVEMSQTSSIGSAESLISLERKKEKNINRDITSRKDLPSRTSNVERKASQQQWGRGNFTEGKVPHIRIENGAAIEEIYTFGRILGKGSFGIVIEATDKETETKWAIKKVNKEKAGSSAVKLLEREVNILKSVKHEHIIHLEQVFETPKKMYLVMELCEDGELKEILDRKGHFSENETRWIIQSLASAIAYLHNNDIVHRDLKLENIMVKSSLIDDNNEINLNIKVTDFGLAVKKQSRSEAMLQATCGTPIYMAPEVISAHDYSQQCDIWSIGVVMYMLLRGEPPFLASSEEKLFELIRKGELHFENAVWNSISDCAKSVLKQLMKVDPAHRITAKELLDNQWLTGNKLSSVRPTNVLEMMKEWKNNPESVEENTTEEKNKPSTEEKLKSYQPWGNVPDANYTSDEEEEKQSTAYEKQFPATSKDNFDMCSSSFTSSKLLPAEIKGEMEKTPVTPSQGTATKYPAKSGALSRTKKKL
OX1R antag – antagonists of human orexin 1 receptor (OX1R); Orexin/Hypocretin receptor type 1 (Homo sapiens), O43613; OX1R-expressing cells, FRET antagonist read-out; inhibition, % at 6.6 µM; actives 1.8% (n = 330,000); AID 485270, 2010; in the data active means inhibition mostly above about 38%, no sharp cut-off; inactive means mostly below about 40%;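 further: 0% = agonist challenge alone and 100% = reference antagonist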
Target sequence (O43613 whole entry, looked up): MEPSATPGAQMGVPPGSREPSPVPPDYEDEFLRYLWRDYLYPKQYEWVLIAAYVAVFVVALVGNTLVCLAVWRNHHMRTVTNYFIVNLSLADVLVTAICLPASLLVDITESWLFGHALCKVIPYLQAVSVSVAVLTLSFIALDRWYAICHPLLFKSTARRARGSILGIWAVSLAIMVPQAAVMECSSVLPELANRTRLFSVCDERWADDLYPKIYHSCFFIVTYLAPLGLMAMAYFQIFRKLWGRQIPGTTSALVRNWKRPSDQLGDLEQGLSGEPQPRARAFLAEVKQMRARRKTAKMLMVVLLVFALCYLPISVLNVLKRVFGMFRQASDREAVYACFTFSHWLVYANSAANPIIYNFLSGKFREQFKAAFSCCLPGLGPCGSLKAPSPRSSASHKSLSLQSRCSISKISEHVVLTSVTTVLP
* = called active by the depositor; · = no result given.

SMILES | STK33 kinase inh | OX1R antag
COc1cc(C2c3c(oc4ccccc4c3=O)C(=O)N2Cc2ccncc2)ccc1O (configuration not stated) | · | 7.2
CCCCCCCC(=O)NNC(=O)c1c(O)c2ccccc2[nH]c1=O | -0.8 | 2.6
C=CCn1c(COc2cccc(C)c2)nnc1SCn1nnc2ccccc2c1=O | 0.6 | 21.6
COCCNC(=O)c1cc(-c2cccc(OC)c2)on1 | 1.5 | 13.6
CCOc1ccccc1NC(=O)CSc1nnnn1Cc1ccccc1 | 8.2 | 8.6
COc1ccc(C(CC(=O)N2CCCCC2)NC(=O)C(F)(F)F)cc1 (configuration not stated) | -1.7 | 1.7
CCCCC(=O)N(Cc1ccc2c(c1)OCO2)Cc1nc2ccccc2c(=O)[nH]1 | 1.0 | 36.5
COc1ccc(N2CCN(S(=O)(=O)Cc3ccccc3)CC2)cc1 | -1.8 | 19.4
CCOC(=O)N1CCN(c2c(-c3ccc(C)c(C)c3)c(=O)c2=O)CC1 | 0.3 | 14.8
COc1ccc(C)cc1S(=O)(=O)Nc1ccc2c(c1)N(C(C)=O)CCC2 | -0.7 | 9.0
CC1CN(C(=O)c2ccccc2OCc2ccccc2Cl)CC(C)O1 (configuration not stated) | -0.9 | 16.3
Cc1ccc(OCCNC(=O)C2CCCCC2)cc1 | -1.1 | 9.9
CCn1c(Cn2nnc(-c3ccccc3)n2)nnc1SCC(=O)Nc1ccc(C(C)=O)cc1 | -2.0 | 10.5
COc1cccc(NC(=O)c2ccc(-c3ccccc3[N+](=O)[O-])o2)c1 | -1.2 | 46.2
COCc1cc(C)nc(OCC(=O)N/N=C\c2cc(C)n(-c3cccc(C(F)(F)F)c3)c2C)c1C#N | 1.2 | 25.5
NC(=O)CC(NC(=O)Cc1cccc2ccccc12)c1ccc(N2CCC(Cc3ccccc3)CC2)c([N+](=O)[O-])c1 (configuration not stated) | 0.0 | 25.9
CCN(CC)CCCN=Cc1c(O)n(-c2ccccc2C)c(=O)c2ccccc12 | -0.7 | 18.5
COc1ccc(NC(=S)NC(NC(=O)c2cccc3ccccc23)C(Cl)(Cl)Cl)c([N+](=O)[O-])c1 (configuration not stated) | -1.6 | 31.1
O=S(=O)(CCN1CCN(C(c2ccccc2)c2ccccc2)CC1)C(F)(F)F | -1.0 | 11.1
O=S(=O)(c1ccccc1)N1CCN(S(=O)(=O)N2CCCCCC2)CC1 | -1.6 | 12.8
Oc1ccccc1C=NC1=NN(c2cccc(C(F)(F)F)c2)CC1 | -1.8 | 4.4
O=C(NCCCN1CCOCC1)c1cc2ccccc2o1 | -0.4 | 8.9
Cc1ccc(C)c(NC(=O)COC(=O)CNC(=O)c2ccccc2Cl)c1 | -0.2 | 27.8
CCOC(=O)Cc1nn(C(C)C)c(=O)c2ccccc12 | -0.5 | 2.9
Cc1ccc(S(=O)(=O)NC(=O)Nc2ccc(C)cc2C)cc1 | -2.2 | ·
CCCCN(CC)Cc1c(C)[nH]c2c(ccc3ccccc32)c1=O | 3.7 | 4.2
NCCCCCc1cn(CC(=O)NCCCCCCCCCCC(=O)N2CCNCC2)nn1 | -0.6 | 37.6
O=C1CCCN1CCCNS(=O)(=O)c1cccc(F)c1 | · | 13.1
CCCC1(c2ccccc2)NC(=O)N(CC(=O)Nc2sc(-c3ccccc3)cc2C(=O)OCC)C1=O (configuration not stated) | -2.5 | 8.9
CN(C)S(=O)(=O)c1ccc(C(=O)Nc2ccc3ncccc3c2)cc1 | -0.6 | 13.9
CCNC(=O)CSc1nnc(C2CC2)n1-c1ccccc1 | -0.1 | 10.9
COc1ccc(-c2noc(C3CCCN(C(=O)Nc4ccccc4)C3)n2)cc1 (configuration not stated) | -0.5 | 14.5
C=C1CCN([C@H](C(=O)Nc2ccc(OC)cc2)C(C)C)S(=O)(=O)c2ccccc21 | 0.7 | 22.6
Cc1ccc2nc3c(cc(C(=O)NCC4CCCO4)c(=N)n3C3CCCC3)c(=O)n2c1 (configuration not stated) | 0.2 | 57.9*
O=C(c1ccccn1)N(CC1CCCO1)C1(C(=O)NC2CCCCC2)CCCCC1 (configuration not stated) | 2.3 | 9.3
O=C(Nc1ccc2nc(N3CCOCC3)sc2c1)c1ccccc1 | 2.0 | 1.1
COc1ccc(/C=C(/C#N)C(=O)NC2CCCCC2)cc1Br | 0.0 | 30.7
COc1ccc(CN(C)S(=O)(=O)c2nnc(NC(=O)c3cccc(F)c3)s2)cc1OC | -1.0 | 43.3*
CCN(CC(=O)N1CCOCC1)S(=O)(=O)c1ccc2ccccc2c1 | -0.6 | ·
Cc1ccc(-n2nc3c(=O)n(CC(=O)NCCc4cccs4)nc(C)c3c2C)cc1 | 0.1 | 21.0
O=C(COc1ccc(Br)cc1Cl)NCCCN1CCOCC1 | 0.4 | 20.4
Cc1ccc2nc(C)cc(SCC(=O)N/N=C/c3ccco3)c2c1 | -0.5 | 20.3
CCCCN(C(=O)CN1C(=O)C2CC=CCC2C1=O)c1c(N)n(CCC)c(=O)[nH]c1=O (configuration not stated) | 0.2 | 12.5
CC(C1CC1)N(C(=O)c1ccccc1[N+](=O)[O-])c1ccccc1 (configuration not stated) | -2.0 | 12.4
O=C(/C=C/c1ccco1)Nc1cccc(-c2nc3ccccc3[nH]2)c1 | 0.6 | 86.8*
CC(NC(=O)CCCOc1ccc(Cl)cc1)c1ccccc1 (configuration not stated) | -1.0 | 15.1
CCC(=O)Nc1ccc(NC(=O)CSc2nnnn2-c2cccnc2)cc1C | 0.7 | 15.1
CC1Cc2ccccc2N1C(=O)CSc1nc2ccccc2n1CC(=O)N1CCOCC1 (configuration not stated) | 0.8 | 17.1
CCn1c(SCC(=O)N2CCN(C)CC2)nc2c1c(=O)n(C)c(=O)n2C | -2.3 | 4.5
O=C(O)C(Cc1ccccc1)n1c(=S)[nH]c2ccccc2c1=O (configuration not stated) | -0.7 | 19.0
CC1=C(C(=O)OCc2ccccc2)C(c2ccc([N+](=O)[O-])cc2)NC(=O)N1CCCC(=O)O (configuration not stated) | -1.0 | 33.3
CCCC1=C(C(=O)OCC)C(c2ccc(O)cc2)n2ncnc2N1 (configuration not stated) | 2.2 | 7.8
Cc1c(C)c2c(OCC(=O)NCc3cccnc3)cc3c(c2oc1=O)CCC(C)(C)O3 | -1.5 | 8.4
CC(C)Sc1nsc2nc(=O)c(/C=C3\C=Nc4ccccc43)c(N)n12 | -0.2 | 22.8
COc1ccc(Cc2[nH]n3c(=O)cc(C(C)C)nc3c2-c2ccccc2)cc1 | -0.8 | 10.1
CC(C)(C)c1ccc(OCCCC(=O)Nc2ccc(S(N)(=O)=O)cc2)cc1 | -1.7 | 13.8
Cc1cc(Nc2ccccc2C(=O)O)n(-c2ccc([N+](=O)[O-])cc2)n1 | 0.2 | 31.9
COc1ccc2c(c1)Cc1sc(NC(=O)c3cccnc3)nc1-2 | 1.5 | 19.4
C#CC1(NC(=O)NS(=O)(=O)c2ccc(C)cc2)CCCCC1 | 0.2 | 19.2
Cc1cc(=O)[nH]c(Nc2cccc(C(F)(F)F)c2)n1 | 0.6 | 6.5

(cont.)
SMILES | STK33 kinase inh | OX1R antag
Cc1ccc(N2C(=O)CCC2=O)c(C)c1 | -1.7 | 2.2
Cc1cc(C(=O)NCCC2=CCCCC2)c(C)o1 | -0.4 | 7.8
Cc1nn(C)cc1/C=N\NC(=O)c1ccc(Cn2cc(Cl)cn2)cc1 | -2.2 | 23.0
CCOC(=O)CC(=O)CSc1nnc2c(n1)[nH]c1ccccc12 | -0.6 | 25.3
Cc1cc(SCC(=O)Nc2ccc3[nH]c(=O)[nH]c3c2)nc2ccccc12 | 0.1 | 10.5
COC(=O)c1ccc(NC(=S)N2CCN(CCO)CC2)cc1 | -0.9 | 6.9
CC1Cc2ccccc2N1S(=O)(=O)c1cccc(C(=O)NCc2ccccn2)c1 (configuration not stated) | -0.1 | 2.3
CCOCCOC(=O)c1ccc(-n2cnc(C)n2)nc1 | -0.6 | 20.8
Cn1c(CNC(=O)CCNC(=O)c2cccc(Br)c2)cc(=O)n(C)c1=O | -1.3 | 17.1
CCc1nc(CNC(=O)C2CCC(=O)N(Cc3cccc(OC)c3)C2)no1 (configuration not stated) | · | 1.6
CC(NC(=O)c1cccs1)c1ccccc1 (configuration not stated) | -1.3 | 0.5
CCOC(=O)Cn1c(=O)oc2cc(S(=O)(=O)N(C)Cc3ccco3)ccc21 | -1.1 | 12.6
O=C(Nc1ccc(N2CCOCC2)cc1)C1(c2ccc(Cl)cc2)CCC1 | -0.8 | 1.4
CCOC(=O)Nc1n[nH]c(NC(=O)OCC)c1[N+](=O)[O-] | -1.1 | 11.2
CCC(C)Nc1nc2c(c(=O)n(C)c(=O)n2C)n1Cc1ccc(F)cc1 (configuration not stated) | -1.7 | -3.3
Cn1c(CNC(=O)CCNC(=O)c2cccc(F)c2)cc(=O)n(C)c1=O | 0.5 | 18.3
Cc1ccc2c(c1)[C@H]1[C@H](CO2)[C@H](c2ccccc2)[C@]2(C)C(=O)Nc3cc(Cl)ccc3C(=O)N12 | -1.1 | 15.9
c1ccc(C[C@H]2CN=C(Nc3ccccc3)N2CC2CCCCC2)cc1 | 0.0 | 5.2
COc1ccc(-c2nnn(CC(=O)c3ccccc3)n2)cc1OC | -1.9 | 33.8
O=C(O)c1cccc(N2C(=O)C3CC=C(Cl)CC3C2=O)c1 (configuration not stated) | -0.6 | 11.4
O=C(NCc1cccs1)c1cccc(N2CCCC2=O)c1 | 0.9 | 1.5
O=C(NCC(c1ccco1)N1CCCCC1)c1ccc(OCc2ccccc2)cc1 (configuration not stated) | -1.2 | 21.8
CCn1c(=O)n(CC(=O)NC2CCCC(C)C2C)c(=O)c2ccccc21 (configuration not stated) | -0.1 | 15.4
NS(=O)(=O)c1ccc(NC(=O)c2ccc(OCC3CCCO3)cc2)cc1 (configuration not stated) | 0.3 | 6.4
NS(=O)(=O)c1ccc(CCNc2cc(=O)n(Cc3ccc(F)cc3)c(=O)[nH]2)cc1 | 0.0 | 3.3
COC(=O)C1=C(C)N=c2s/c(=C/c3cccs3)c(=O)n2C1c1cccs1 (configuration not stated) | -1.7 | 13.5
COc1ccc2c(C(=O)c3ccc(Cl)cc3)n(CCCC(N)=O)[n+]([O-])c2c1 | -1.1 | 11.0
O=C(NCc1cccnc1)c1ccc(Cl)cc1[N+](=O)[O-] | 0.1 | 77.1*
CCOC(=O)c1c[nH]c(=S)n1C | -2.4 | 2.5
CCOC(=O)CSc1nc2c(cnn2-c2ccc(F)cc2)c(=O)[nH]1 | -0.6 | 1.7
CN(CC(=O)OCC(=O)NCc1ccccc1)S(=O)(=O)c1ccc(Cl)cc1 | -0.7 | 16.4
O=C(Nc1ccccc1)c1cc([N+](=O)[O-])ccc1Cl | -1.1 | 16.0
C=CCNC(=S)NN(c1ccccc1)c1ccccc1 | 0.9 | 3.5
Cc1ccc(C(=O)N2CCNC(=O)C2CC(=O)Nc2ccccc2)cc1 (configuration not stated) | -1.5 | 7.8
NC(=O)Cn1cc(/C=N\NS(=O)(=O)c2ccccc2)c2ccccc21 | 1.0 | ·
Cc1noc(C)c1S(=O)(=O)N(C)C[C@H]1Oc2ccc(NS(=O)(=O)c3cn(C)cn3)cc2C(=O)N([C@H](C)CO)C[C@@H]1C | -1.8 | -5.4
CN1C(=O)CC(C(=O)O)SC1=Nc1cc(Cl)cc(Cl)c1 (configuration not stated) | 0.0 | 1.5
COc1ccc(CCC(=O)N2CCN(S(=O)(=O)c3ccc(OC(F)(F)F)cc3)CC2)cc1 | 0.9 | -3.7
Cc1cccc(C(=O)OCC(=O)NC23CC4CC(CC(C4)C2)C3)c1O | 0.9 | 6.3
CCOC(=O)N1CCN(S(=O)(=O)c2ccc3c4c(cccc24)C(=O)N3)CC1 | -1.0 | 39.7
CCCN1C(=O)/C(=C/c2nc3ccccc3c(=O)[nH]2)c2ccccc21 | 0.2 | 10.6
O=C(CCN1C(=O)C2CC=C(Cl)CC2C1=O)NCc1ccco1 (configuration not stated) | -0.9 | 22.2
Nc1nc(-c2ccccc2)nc(-c2ccccc2O)n1 | 20.5 | 52.4*
CC(=O)c1c(C)[nH]c(C(=O)OCCOc2ccccc2)c1C | -0.8 | 30.8
